# Assay outcomes deposited in PubChem by NMMLSC.
# LAP4 TOR yeast: modulators of TOR pathway LAP4-GFP in S. cerevisiae; S. cerevisiae LAP4-GFP multiplex, flow cytometry GFP, 3 h; median GFP as percent of DMSO wells; GFP response vs DMSO, % at 10 µM; 320,000 tested, 0.34% active; AID 2023;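 active means GFP response vs DMSO above a set limit, about the screen mean plus 3 SD, cut at about 150% in these data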
# GRK2 inh: inhibitors of human GRK2 displacing RNA aptamer; inhibition of aptamer binding, % at 10 µM; bead flow cytometry, FAM-aptamer displacement from GRK2; 330,000 tested, 0.59% active; AID 488847; P25098;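 active means inhibition of aptamer binding above 40%, roughly 3 SD of noise, on plates passing a quality check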;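 further: median bead fluorescence of bound FAM aptamer so fluorescent compounds give negative values; no value below 0 was filed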
# CIT2 TOR yeast: yeast TOR pathway CIT2-GFP modulation. S. cerevisiae CIT2-GFP strain, flow cytometry, 3 h; 100 means same as DMSO wells. GFP response vs DMSO, % at 10 µM. 320,000 tested, 0.065% active. AID 2029;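 active means GFP response relative to DMSO above a set limit, near the screen mean plus 3 SD, cut at about 150% in these data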;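 further: ratio of well median GFP fluorescence to mean of DMSO wells on the plate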
# MEP2-GFP yeast: alters MEP2-GFP fluorescence in TOR pathway yeast screen | S. cerevisiae MEP2-GFP strain, flow cytometry GFP, 3 h; 100% = DMSO control level | GFP response vs DMSO, % at 10 µM | 330,000 tested, 0.51% active | AID 2016;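 active means GFP response versus DMSO above a set limit, roughly screen mean plus 3 SD, cut at about 180% in these data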;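 further: median GFP fluorescence of the barcode-gated MEP2-GFP cells per well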
# AGP1-GFP MLPCN: alters AGP1-GFP fluorescence in TOR pathway yeast screen; GFP response vs DMSO, % at 10 µM; S. cerevisiae AGP1-GFP multiplex flow cytometry, 3 h; GFP as percent of DMSO wells; 320,000 tested, 0.02% active;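 active means GFP response relative to DMSO above a set limit, near screen average plus 3 SD, cut at about 150% in these data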;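 further: median GFP channel fluorescence of the gated AGP1 strain per well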
# CR mimetic SO: yeast age-related superoxide inhibition as caloric restriction mimetic. S. cerevisiae aged cells, superoxide DHE fluorescence; active compounds read low. superoxide response (% of plate mean), % at 10 µM. 330,000 tested, 0.18% active;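 active means superoxide response under a set limit, about three screen SD below normal, cut at about 65% in these data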;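 further: yeast aged for seven days with compound at 30 °C before DHE staining; 100% = average MFI of all compound-treated wells on the plate with controls excluded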
# RPL19A TOR yeast: modulators of TOR pathway RPL19A-GFP in S. cerevisiae. S. cerevisiae RPL19A-GFP strain, flow cytometry, 3 h; active compounds read low. percent response vs DMSO, % at 10 µM. 330,000 tested, 0.3% active;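 active means percent response vs DMSO below 50%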;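 further: median channel GFP fluorescence of the barcoded RPL19A-GFP strain; ratio of sample median GFP to plate DMSO average so 100% = DMSO; lower means less RPL19A-GFP as with rapamycin TOR inhibition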
# VLA-4 inh: inhibition in a human VLA-4 binding assay; P13612; VLA-4 expressing cells, ligand binding flow cytometry; inhibition, % (about 7 µM as worked out from the volumes in the protocol); 330,000 tested, 0.2% active; AID 2557; in the data active means inhibition above about 50%
# Target sequence (P13612 whole entry, looked up): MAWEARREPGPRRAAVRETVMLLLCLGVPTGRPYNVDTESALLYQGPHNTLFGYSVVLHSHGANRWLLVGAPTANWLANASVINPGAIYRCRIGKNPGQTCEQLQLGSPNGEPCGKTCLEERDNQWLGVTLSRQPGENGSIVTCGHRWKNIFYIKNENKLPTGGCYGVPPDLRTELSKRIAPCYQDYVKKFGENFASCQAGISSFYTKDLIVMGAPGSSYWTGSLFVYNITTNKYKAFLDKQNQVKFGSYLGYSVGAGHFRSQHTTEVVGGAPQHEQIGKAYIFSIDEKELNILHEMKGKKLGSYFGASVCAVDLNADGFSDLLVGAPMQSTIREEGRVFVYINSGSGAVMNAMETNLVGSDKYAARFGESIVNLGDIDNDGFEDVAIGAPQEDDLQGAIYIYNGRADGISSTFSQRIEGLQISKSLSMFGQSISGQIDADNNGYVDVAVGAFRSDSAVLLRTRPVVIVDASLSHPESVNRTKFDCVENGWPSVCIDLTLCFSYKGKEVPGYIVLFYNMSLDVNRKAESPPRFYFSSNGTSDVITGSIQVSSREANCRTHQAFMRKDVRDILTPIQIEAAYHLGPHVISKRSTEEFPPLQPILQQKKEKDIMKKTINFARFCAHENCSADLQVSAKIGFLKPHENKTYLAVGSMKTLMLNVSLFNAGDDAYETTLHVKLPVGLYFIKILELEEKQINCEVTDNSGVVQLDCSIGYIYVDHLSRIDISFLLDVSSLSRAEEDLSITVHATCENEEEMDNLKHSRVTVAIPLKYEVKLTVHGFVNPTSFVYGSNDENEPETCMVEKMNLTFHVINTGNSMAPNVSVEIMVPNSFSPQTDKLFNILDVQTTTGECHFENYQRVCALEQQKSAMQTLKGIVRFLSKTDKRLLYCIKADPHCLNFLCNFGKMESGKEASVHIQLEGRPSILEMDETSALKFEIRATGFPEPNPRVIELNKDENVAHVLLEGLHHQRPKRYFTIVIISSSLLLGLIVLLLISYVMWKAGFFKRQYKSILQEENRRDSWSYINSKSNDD
# Active calls of the source: *; nt = not tested or not shown; [ ] = dose if it differs, or a comment.
SMILES,LAP4 TOR yeast,GRK2 inh,CIT2 TOR yeast,MEP2-GFP yeast,AGP1-GFP MLPCN,CR mimetic SO,RPL19A TOR yeast,VLA-4 inh
CCCC(C)C(=O)OCC(=O)Nc1c(Br)cc(C)cc1Br (stereo unspecified),86,3,110,95,93,65*,93,9
CCc1cccc(C)c1NC(=S)NCc1ccc2c(c1)cc(C)n2C,101,20,108,102,109,120,111,-3
Cn1c(SCc2cc(=O)[nH]c(C(C)(C)C)n2)nnc1C(F)(F)F,98,0,102,93,98,117,98,0
Fc1ccc(CNC(=S)NC2CCCC2)cc1,95,4,107,105,104,90,102,-16
ONC(=Nc1ccc(Cl)cc1)c1ccc(Cl)cc1,107,3,100,106,92,135,102,-1
Cc1ccc(C)c(N(C)C(=O)c2coc(=O)c3ccccc23)c1,98,0,100,99,100,106,96,-8
COc1ccc(S(=O)(=O)N(Cc2cccs2)C2CCCC2)cc1,108,0,100,90,94,81,92,-17
O=C(Nc1cc(S(=O)(=O)Nc2ccccc2Cl)ccc1O)c1cc2c(s1)CCCC2,93,0,99,99,97,107,96,-2
N#Cc1ccccc1Cn1c(=O)oc2ccccc21,86,1,107,107,76,112,99,-14
Cc1cc(C)n(CC(O)Cn2c3ccccc3c3ccccc32)n1 (stereo unspecified),99,2,94,100,104,94,94,-15
C[C@H](CO)N1C[C@H](C)[C@@H](CN(C)S(=O)(=O)c2cccs2)Oc2c(NC(=O)Nc3ccc4c(c3)OCO4)cccc2C1=O,97,1,107,92,97,108,94,-13
CN1CCN(C(=O)COCc2cc(-c3ccc4c(c3)OCO4)on2)CC1,104,0,93,104,102,101,100,13
Cc1c(NC(=O)Cn2cc([N+](=O)[O-])cn2)c(=O)n(-c2ccccc2)n1C,89,1,93,90,89,107,93,-2
CC1Cc2ccccc2N1C(=O)CCS(=O)(=O)c1cccs1 (stereo unspecified),97,0,89,94,98,100,97,7
COc1ccc(OC)c(S(=O)(=O)N/N=C\c2ccc3c(c2)OCO3)c1,79,24,99,95,92,96,104,8
CCOc1cc(C)ccc1OCc1nnc(SCC(=O)c2cccc([N+](=O)[O-])c2)n1CC,103,2,90,96,97,100,97,5
CC(C)c1ccc(-c2nc(N3CCCCCC3)nc3n[nH]c(N)c23)cc1,98,2,91,119,87,102,88,-7
O=C(c1ccccc1Br)N1CCCC(c2nc(-c3cccs3)no2)C1 (stereo unspecified),90,0,93,97,89,102,97,0
CC(Oc1ccccc1F)C(=O)NNC(=O)CCNC(=O)c1ccccc1Cl (stereo unspecified),101[may fluoresce green],0,112[may fluoresce green],107[may fluoresce green],111[may fluoresce green],108,106[may fluoresce green],-10
C=CCn1c(SCC(=O)Nc2ccc(-c3nc4ccc(C)cc4s3)cc2)nnc1-c1ccncc1,91,0,86,88,94,86,97,-17
CCn1c(C)cc(C)c(C#N)c1=O,92,1,100,102,104,96,100,-3
COc1ccc(N2C(=O)C3C4C=CC(C4)C3C2=O)nn1 (stereo unspecified),89,4,92,97,95,88,95,0
CCCCOC(=O)n1c(=S)oc2cc(Cl)ccc21,83,3,82,93,77,86,99,0
Cc1ccc(Cl)c(OCCN2CCc3ccccc3C2)c1,80,0,105,94,97,98,103,8
Fc1ccc(CN2CCC(Cc3ccccc3)CC2)cc1F,101,2,107,107,104,96,102,6
SMILES,LAP4 TOR yeast,GRK2 inh,CIT2 TOR yeast,MEP2-GFP yeast,AGP1-GFP MLPCN,CR mimetic SO,RPL19A TOR yeast,VLA-4 inh
COc1ccc(Cc2noc(COc3ccc(Cl)cc3)n2)cc1,112,0,99,105,100,113,97,22
COc1ccccc1-c1noc(CCC(=O)NC2CCCCC2)n1,99,0,100,104,102,85,100,3
Cn1cc(C(=O)c2ccccc2)cc1-c1nc2ccccc2n1C,99,0,90,95,89,103,90,0
O=C(NC(=S)Nc1ccccc1[N+](=O)[O-])c1ccco1,101,5,109,102,100,101,101,-7
CC(C)(C)c1ccc(OCc2ccc(C(=O)N/N=C/c3ccc([N+](=O)[O-])cc3)o2)cc1,96,0,98,100,94,112,97,1
COC(=O)c1ccccc1NC(=S)NC(=O)c1ccccc1,91,1,104,100,89,100,98,1
Cc1ccc(Cl)c(NC(=O)COC(=O)c2nn(C)c(=O)c3ccccc23)c1Cl,98,1,92,96,100,104,97,-1
CCCCCC(=O)NC(Nc1ccc(S(N)(=O)=O)cc1)C(Cl)(Cl)Cl (stereo unspecified),95,0,92,105,104,101,96,19
CCCCn1c(=N)n(CC(=O)c2ccco2)c2ccccc21,106,0,102,105,104,109,99,-2
COc1ccc(NC(=O)CCCCCN2C(=O)c3ccccc3C2=O)c(OC)c1,90,0,96,102,100,102,102,17
O=C(Nc1ccccc1Cl)c1ccc2nccnc2c1,109,2,96,107,98,98,102,4
COc1ccc(S(=O)(=O)N2CCCN(CC(=O)Nc3ccccc3F)CC2)cc1,92,0,92,86,95,114,94,5
CCOC(=O)C1CCCN(C(=O)CCCn2nc(C)n3c(cc4sccc43)c2=O)C1 (stereo unspecified),97,3,103,98,101,92,98,-21
O=S(=O)(NC1CCCCC1Nc1ccc(Cl)cc1)c1ccccc1 (stereo unspecified),91,0,95,99,92,100,99,-1
COc1cc(OC)cc(-c2nnc(NC(=O)CCS(=O)(=O)c3ccc(F)cc3)o2)c1,93,3,104,100,99,104,95,39
O=C1CC(c2ccc(S(=O)(=O)Nc3cc(C(F)(F)F)cc(C(F)(F)F)c3)cc2)CN1 (stereo unspecified),108,0,105,105,nt,90,103,5
Cc1ccc(C2N=C(N)Nc3nc4ccccc4n32)cc1 (stereo unspecified),93,0,94,98,97,114,94,-1
S=C(NC1CCCC1)N1CCN(c2ncccn2)CC1,99,0,101,103,92,84,97,8
NS(=O)(=O)c1ccc(CNC(=O)c2ccc(Br)o2)cc1,93,0,nt,100,105,100,99,9
CCn1c(=O)c(C(=O)NCCCc2ccccc2)c(O)c2ccccc21,96,0,97,98,100,102,102,3
CCOC(=O)c1c(S(=O)(=O)NCC(=O)Nc2ccc(F)cc2)c(C)n(C)c1C,93,0,97,102,95,104,96,4
CC(C)NC(=O)c1c(CSc2ccccc2)noc1C(=O)NCc1ccccc1,125,1,102,98,83,92,98,5
NNC(=S)NCc1ccco1,112,0,93,103,82,106,96,1
CC(=O)N1CCN(C(=O)c2c(-c3ccccc3)noc2C)CC1,99,2,99,111,108,84,100,12
Cc1ccc(/C=N\Nc2cn[nH]c(=O)c2Cl)cc1,101,3,96,93,93,114,97,6

# Part of the list above, with two lines to a compound.
# The line under a structure holds: LAP4 TOR yeast, GRK2 inh, CIT2 TOR yeast, MEP2-GFP yeast, AGP1-GFP MLPCN, CR mimetic SO, RPL19A TOR yeast, VLA-4 inh
- COc1ccc(NC(=O)CCCCCN2C(=O)c3ccccc3C2=O)c(OC)c1
 : 90, 0, 96, 102, 100, 102, 102, 17
- O=C(Nc1ccccc1Cl)c1ccc2nccnc2c1
 : 109, 2, 96, 107, 98, 98, 102, 4
- COc1ccc(S(=O)(=O)N2CCCN(CC(=O)Nc3ccccc3F)CC2)cc1
 : 92, 0, 92, 86, 95, 114, 94, 5
- CCOC(=O)C1CCCN(C(=O)CCCn2nc(C)n3c(cc4sccc43)c2=O)C1 (stereo unspecified)
 : 97, 3, 103, 98, 101, 92, 98, -21
- O=S(=O)(NC1CCCCC1Nc1ccc(Cl)cc1)c1ccccc1 (stereo unspecified)
 : 91, 0, 95, 99, 92, 100, 99, -1
- COc1cc(OC)cc(-c2nnc(NC(=O)CCS(=O)(=O)c3ccc(F)cc3)o2)c1
 : 93, 3, 104, 100, 99, 104, 95, 39
- O=C1CC(c2ccc(S(=O)(=O)Nc3cc(C(F)(F)F)cc(C(F)(F)F)c3)cc2)CN1 (stereo unspecified)
 : 108, 0, 105, 105, nt, 90, 103, 5
- Cc1ccc(C2N=C(N)Nc3nc4ccccc4n32)cc1 (stereo unspecified)
 : 93, 0, 94, 98, 97, 114, 94, -1
- S=C(NC1CCCC1)N1CCN(c2ncccn2)CC1
 : 99, 0, 101, 103, 92, 84, 97, 8
- NS(=O)(=O)c1ccc(CNC(=O)c2ccc(Br)o2)cc1
 : 93, 0, nt, 100, 105, 100, 99, 9
- CCn1c(=O)c(C(=O)NCCCc2ccccc2)c(O)c2ccccc21
 : 96, 0, 97, 98, 100, 102, 102, 3
- CCOC(=O)c1c(S(=O)(=O)NCC(=O)Nc2ccc(F)cc2)c(C)n(C)c1C
 : 93, 0, 97, 102, 95, 104, 96, 4
- CC(C)NC(=O)c1c(CSc2ccccc2)noc1C(=O)NCc1ccccc1
 : 125, 1, 102, 98, 83, 92, 98, 5
- NNC(=S)NCc1ccco1
 : 112, 0, 93, 103, 82, 106, 96, 1
- CC(=O)N1CCN(C(=O)c2c(-c3ccccc3)noc2C)CC1
 : 99, 2, 99, 111, 108, 84, 100, 12
- Cc1ccc(/C=N\Nc2cn[nH]c(=O)c2Cl)cc1
 : 101, 3, 96, 93, 93, 114, 97, 6

# Following part.
SMILES,LAP4 TOR yeast,GRK2 inh,CIT2 TOR yeast,MEP2-GFP yeast,AGP1-GFP MLPCN,CR mimetic SO,RPL19A TOR yeast,VLA-4 inh
CCOc1cccc2sc(N3CCN(C(=O)c4ccc5ncsc5c4)CC3)nc12,104,0,91,104,103,117,100,10
O=C(C[n+]1ccccn1)c1ccccc1,88,0,94,103,88,102,96,7
Cc1nc2sc(C(=O)OCC(=O)N3c4ccccc4CC3C)c(C)c2c(=O)[nH]1 (stereo unspecified),82,2,86,89,85,90,96,17
O=[N+]([O-])c1ccc(N=Cc2sc3ccccc3c2O)cc1,85,0,98,101,99,119,101,-28
O=C(NCC1CCCO1)C1c2ccccc2C(=O)N1C1CCCCCC1 (stereo unspecified),88,0,92,94,90,104,96,15
N#Cc1nc(Cc2ccccc2)oc1NCc1ccccc1,112,0,95,100,102,94,100,-11
Cc1ccc(S(=O)(=O)N(C)C)cc1NC(=O)COC(=O)CCC(=O)c1ccc(F)cc1,89,0,98,104,101,105,103,2
CCCCOC(=O)C1[C@H]2C(=O)N(c3ccccc3CC)C[C@]23C=C[C@H]1O3 (stereo partly specified),90,2,90,94,86,103,88,-9
CCCNC(=O)[C@H](C)NC(=O)c1ccc(Br)cc1,100,3,99,95,100,116,97,33
CN1C(=O)C2(Nc3ccccc3-c3nc4ccccc4n32)c2ccccc21 (stereo unspecified),102,0,105,114,102,99,98,-10
CCOC(=O)c1cccc(NC(=O)c2cccnc2)c1,98,1,96,97,100,92,94,10
COc1ccc(C(C(=O)NC2CCCC2)N(Cc2ccc(F)cc2)C(=O)c2ccn[nH]2)cc1OC (stereo unspecified),92,2,101,95,100,86,96,11
CC(NC(=S)Nc1ccccc1Cl)C(c1cccs1)N1CCCC1 (stereo unspecified),101,0,105,105,109,107,103,4
O=C(c1ccc(OC2CCN(CCO)CC2)cc1)N1CCCC1,102,3,101,105,102,102,98,-1
CCn1c(CCc2ccccc2)nc2ccccc21,100,0,102,102,107,98,104,4
O=C(NCCCCc1ccccc1)C1CC(c2cc(C(F)(F)F)cc(C(F)(F)F)c2)=NO1 (stereo unspecified),96,0,97,107,102,105,107,-5
Cc1ccc2c(c1)C1(SCCS1)C(=O)N2,110,1,100,99,103,92,100,nt
CCOC(=O)N1CCN(C(=O)CCCCCn2c(=S)[nH]c3cc4c(cc3c2=O)OCO4)CC1,98,0,101,103,106,98,100,4
